# DT40 TDP1 CPT: growth inhibition of DT40 Tdp1-/-;hTDP1 cells with camptothecin (screen for TDP1 inhibitors). AID 686979. Potency, µM (highest dose often 46.2 µM), without a hit: at the highest dose activity change, negative = growth inhibition, hits mostly inhibitors. 420,000 compounds, 12% hits. chicken DT40 Tdp1-/-;hTDP1 cells + 20 nM CPT, ATP luminescence, 48 h; also: nearly all actives have a fitted effect of over 55% in size
#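 Cell growth measured by CellTiter-Glo luminescence after a minimum 48 h, 37 C compound exposure with 20 nM CPT in Tdp1-knockout DT40 cells stably expressing hTDP1, seeded 400/well; qHTS titration format.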
# DT40 TDP1 no CPT: qHTS for Inhibitors of human tyrosyl-DNA phosphodiesterase 1 (TDP1): qHTS in cells in absence of CPT; DT40 Tdp1-/- hTDP1 cells, no CPT, ATP luminescence, 48 h; Potency, µM (highest dose often 46.2 µM), without a hit: top-dose activity change, negative = growth inhibition, usual class: inhibitors; 420,000 compounds, 15% hits; AID 686978, 2013; also: nearly all actives have a fitted effect of over 55% in size
#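 Growth of hTDP1-complemented DT40 Tdp1-knockout cells is measured by ATP luminescence after at least 48 hr compound exposure at 37 °C, with DMSO substituting for the 20 nM CPT used in the parallel screen.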
# GCN5L2 inh: GCN5L2 (KAT2A) acetyltransferase inhibition; GCN5L2 HAT assay, ThioGlo1 CoA-SH fluorescence; Potency, µM (top dose mostly 58.9 µM), for inactives: top-dose activity change, negative = inhibition, usual class: inhibitors; 390,000 compounds, 0.21% hits; AID 504327
# Target sequence (Q92830 whole entry, looked up): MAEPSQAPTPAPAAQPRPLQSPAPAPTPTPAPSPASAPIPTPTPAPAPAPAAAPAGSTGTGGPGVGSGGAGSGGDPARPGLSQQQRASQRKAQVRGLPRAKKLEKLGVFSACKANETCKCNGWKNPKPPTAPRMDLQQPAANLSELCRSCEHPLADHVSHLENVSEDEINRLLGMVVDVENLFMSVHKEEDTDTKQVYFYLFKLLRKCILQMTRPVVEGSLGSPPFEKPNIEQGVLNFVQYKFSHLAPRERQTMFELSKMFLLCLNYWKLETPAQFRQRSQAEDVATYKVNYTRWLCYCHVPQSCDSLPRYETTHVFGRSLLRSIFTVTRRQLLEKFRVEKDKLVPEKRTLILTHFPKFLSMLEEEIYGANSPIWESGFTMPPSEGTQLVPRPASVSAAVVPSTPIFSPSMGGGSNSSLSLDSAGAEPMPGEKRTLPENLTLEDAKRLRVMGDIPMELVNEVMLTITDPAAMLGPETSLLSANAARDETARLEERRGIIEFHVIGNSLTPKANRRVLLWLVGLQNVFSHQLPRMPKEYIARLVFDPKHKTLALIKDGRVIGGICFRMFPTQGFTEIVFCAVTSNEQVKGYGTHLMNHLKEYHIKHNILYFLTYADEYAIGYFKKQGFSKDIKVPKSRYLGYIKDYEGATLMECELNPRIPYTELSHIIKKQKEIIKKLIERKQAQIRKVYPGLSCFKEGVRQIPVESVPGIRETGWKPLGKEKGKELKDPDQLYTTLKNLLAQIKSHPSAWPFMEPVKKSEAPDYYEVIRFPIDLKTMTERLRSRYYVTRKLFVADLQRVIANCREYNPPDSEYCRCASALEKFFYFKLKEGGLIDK
#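 Fluorescence readout, Ex340nm/Em540nm: ThioGlo1 (50uM final) reacts with free CoA thiol released as 20nM GCN5L2 acetylates H3(1-25) peptide (75uM) using acetyl-CoA (70uM). Compound and enzyme sat 15 min beforehand; 20 min room-temperature reaction.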
# Active calls of the source: *; ? = inconclusive; nt = not tested or not shown; & = joins results of further samples; [ ] = dose if it differs, or a comment. Calls follow the shape of the dose curve; as a rule, active = well fitted curve in the direction sought with a large enough effect; inconclusive = small, poorly fitted or top-dose-only effect, or another doubt; inactive = no such curve, though single readings can be large; an effect the other way counts as inactive or inconclusive. % is scaled to controls: 0 for no effect and ±100 for the full control effect; potency is read from the fitted curve at half-maximal effect.
# Each structure is followed by: DT40 TDP1 CPT, DT40 TDP1 no CPT, GCN5L2 inh
CCC1Oc2ccccc2N(CC(=O)NCc2cccs2)C1=O (stereo not given)
 : -6%, -23%, -7%
CCc1nnc(NC(=O)Cc2cc(OC)c(OC)c(OC)c2)s1
 : 9%, -7%, -5%
CC[N+]1(CC)CC2CCC(C)(C1)C2(C)C (stereo not given)
 : 0%, 15%, -19%
Cc1cc(C(=O)Cn2cc(C(F)(F)F)ccc2=O)c(C)n1-c1ccccc1
 : ?, ?, -7%
CSc1ccccc1OCc1cc(C(=O)NC(C)c2cnn(C)c2)no1 (stereo not given)
 : ?, ?, ?
Clc1ccc(C=Cc2ccccn2)cc1
 : -2%, -11%, nt
CCOc1cccc(CN2CCC(N3CCC(C(=O)NCC4CCCO4)CC3)CC2)c1 (stereo not given)
 : -18%, 18%, -17%
COc1cc2c(cc1OC)C(c1cc3ccccc3oc1=O)=NC(C)(C)C2
 : ?, ?, -3%
CC(=O)c1cccc(NC(=O)CSc2ccc(-c3sc(C)nc3C)nn2)c1
 : 21µM*, 23µM*, -22%
CC(=O)Oc1ccc(/C=C2/CCc3ccccc3C2=O)cc1
 : ?, ?, -10%
CN(C)c1ccnc2sc(C(N)=O)c(N)c12
 : 1.6µM*, ?, -13%
CCOC(=O)N/N=C/c1cc(OC)c(O)c(OC)c1
 : -7%, -18%, -4%
CCN(CC(=O)Nc1ccccc1C(F)(F)F)C(=O)c1oc2ccc(OC)cc2c1C
 : ?, ?, -24%
Cc1cc(C(=O)N(C)CC(=O)Nc2cccc(F)c2)no1
 : 0%, -4%, -1%
O=C(CN1CCCc2ccccc21)NC(=O)NCc1ccccc1
 : -25%, -22%, -9%
Cn1c2ccc(F)cc2c2nnc(SCC(=O)Nc3cccc(O)c3)nc21
 : 1%, ?, -3%
COCC1CCCN(Cc2ccc3c(c2)CN(C(=O)c2ccc(-c4ccc(C)o4)cc2)CCO3)C1 (stereo not given)
 : 12%[9.04 µM], -19%, nt
COc1ccc(CNC(=O)C2CCN(S(=O)(=O)c3c(C)noc3/C=C/c3cccs3)CC2)cc1
 : -23%, -27%, -4%
COCCCn1c(SCC(=O)Nc2ccc(NC(=O)c3ccco3)c(OC)c2)nc2ccccc2c1=O
 : -8%, -29%, -17%
CCC(=O)Nc1c(C(=O)Nc2cccc(OC)c2)oc2ccccc12
 : ?, ?, 4%

# New compounds follow:
# Each structure is followed by: DT40 TDP1 CPT, DT40 TDP1 no CPT, GCN5L2 inh
CCOC(=O)c1c(C)oc2nc(C)nc(NCC3CCN(Cc4ccccc4C)CC3)c12
 : -11%, -2%, 25%
COC(=O)c1cc(=O)cc(C(=O)OC)o1
 : 7%, -19%, 0%
CC(C)(C)OC(=O)C[C@H]1C/C=C\C[C@H](CC(=O)N[C@H](CO)Cc2ccccc2)C(=O)N[C@H](Cc2ccccc2)COC1=O
 : 23µM*, 23µM*, -4%
N#CCc1ccc(OC(=O)c2cnccc2C(F)(F)F)cc1
 : -3%, 17%, -1%
Cc1cc(C)nc(Nc2ncc(O)n2-c2ccc(Br)cc2)n1
 : -15%, -15%, -2%
CCC(=O)Nc1ccc(C(=O)Nc2cccnc2)cc1
 : 8%, 1%, 3%
CCOc1c2ccccc2nn1CCOC
 : -13%, -16%, -14%
S=c1[nH]nc(-c2ccc(Cl)cc2)n1/N=C/c1cccs1
 : -7%, -23%, -2%
CCOc1ccc(C2CC(c3ccccc3C)n3ncnc3N2)cc1 (stereo not given)
 : -28%, ?, -1%
CCN(C(=O)COC(=O)c1cc(-c2cccc3ccccc23)nc2ccccc12)C1CCS(=O)(=O)C1 (stereo not given)
 : -15%, -27%, -18%
CCOC(=O)c1ccc(NC(=O)c2c(NCc3ccc(OC)c(OC)c3OC)sc3c2CCC(C)C3)cc1 (stereo not given)
 : ?, 26µM*, -2%
Cc1nnc(NC(=O)c2ccccc2NC(=O)c2ccccc2)s1
 : -29%, -29%, -2%
COc1ccc([C@H]2N[C@]3(CCCN(Cc4ccc(C(F)(F)F)cc4)C3=O)[C@H]3C(=O)N(Cc4ccccc4)C(=O)[C@@H]23)cc1
 : ?, 18µM*, nt
Cc1nccn1C[C@@H]1CCc2c(c3ccccc3n2C)C1=O
 : ?, ?, -8%
COc1ccccc1C(=O)Nc1nc2nc(-c3ccccc3)cc(=O)n2[nH]1
 : ?, ?, -1%&-29%
Cc1oc(-c2cccc(Cl)c2)nc1CN1CCCC(C(=O)N2CCN(c3ccc(F)cc3)CC2)C1 (stereo not given)
 : 7.3µM*, 9.2µM*, -1%
Cc1ccc(C)c(N2C(=O)N(Cc3cc(=O)n4ccccc4n3)c3ccccc3S2(=O)=O)c1
 : ?, ?, -3%
CN(C(=O)COC(=O)CSc1ccc(C(N)=O)cc1[N+](=O)[O-])C1CCS(=O)(=O)C1 (stereo not given)
 : -5%, -5%, -19%
O=C(CCCCCn1c(=O)[nH]c2ccccc2c1=O)NCc1ccccc1
 : -21%, -28%, -6%
Cn1c(=O)[nH]c(=O)c2c1nc1n2CCN1c1ccccc1
 : -12%, -13%, -14%

# Single records (already shown):
# Entry for `S=c1[nH]nc(-c2ccc(Cl)cc2)n1/N=C/c1cccs1` → DT40 TDP1 CPT: -7%; DT40 TDP1 no CPT: -23%; GCN5L2 inh: -2%
# Entry for `Cc1nccn1C[C@@H]1CCc2c(c3ccccc3n2C)C1=O` → DT40 TDP1 CPT: ?; DT40 TDP1 no CPT: ?; GCN5L2 inh: -8%

# Later entries
# Each structure is followed by: DT40 TDP1 CPT, DT40 TDP1 no CPT, GCN5L2 inh
COc1ccc2c(-c3cnc(N4CCOCC4)nc3)c(-c3ccc(S(C)(=O)=O)cc3)sc2c1
 : 15µM*, 15µM*, -16%
O=c1[nH]c2ccc(S(=O)(=O)NCc3ccccc3)cc2[nH]1
 : 6%, -20%, -2%
O=C(COc1ccc2ccc(=O)oc2c1)Nc1ccc(CN2CCOCC2)cc1
 : -11%, -4%, -8%
CC(C)[C@H](NC(=O)OC(C)(C)C)c1cc(C(=O)NCCc2c[nH]c3ccccc23)c(N)s1
 : 16µM*, 21µM*, nt
O=C(c1ccco1)N1CCN(/C(=N/S(=O)(=O)c2cccs2)c2ccccc2Cl)CC1
 : -14%, -29%, -3%
C=CCc1cc(C)ccc1OCCCn1ccnc1
 : -6%, -30%, -12%
Cc1cc2ccccc2n1CCNC(=O)c1ccc(Br)cc1
 : ?, 21µM*, -5%
O=C1NC[C@@H](CCCCN2CCN(CCc3ccc(O)cc3)C(=O)C2=O)N(Cc2ccccc2)C1=O
 : 15%, -4%, nt
Cc1ccc(S(=O)(=O)CC(=O)N2CCN(c3ccccc3F)CC2)cc1
 : -28%, 1%, -7%
Cc1nc(SCC(=O)N2CCN(c3ccccc3)CC2)c2oc3ccccc3c2n1
 : ?, ?, -17%
Cc1ccc(Nc2nc3ccccc3s2)c(C)c1
 : ?, ?, -3%
O=C(Nc1cccc(-c2nc3ccccc3o2)c1)C(F)(F)F
 : 3.7µM*, 2.9µM*, -10%
COc1cccc(N2CC(C(=O)Nc3nnc(SCc4cccnc4)s3)CC2=O)c1 (stereo not given)
 : -15%, ?, -3%
COC(=O)CN(c1ccccc1F)S(=O)(=O)c1ccccc1
 : -22%, -3%, ?
CCN(CC1COc2ccccc2O1)C(=S)NCCCN(C)C (stereo not given)
 : 16µM*, 18µM*, -1%
OC1(c2ccccc2)CC(c2ccccc2)c2ccccc2O1 (stereo not given)
 : -25%, ?, nt
CCc1ccc(CN(Cc2cn[nH]c2-c2ccc(OC)cc2)C(=O)Nc2ccc(C)c(F)c2)cc1
 : 21µM*, 18µM*, -6%
CCSc1nnc(NC(=O)c2cc(C)nc3ccccc23)s1
 : -12%, -15%, -5%
COc1ccc(CCNC(=O)C2CCC(C(C)(C)C)CC2)cc1OC (stereo not given)
 : ?, ?, -28%
CCCCN(C(=O)c1ccc(C)cc1)c1c(N)n(CCC)c(=O)[nH]c1=O
 : 1%, 5%, 1%

# (more compounds)
Molecule	DT40 TDP1 CPT	DT40 TDP1 no CPT	GCN5L2 inh
C#CCOCCOCCOCCNc1nc(N2CCN(C(=O)[C@H](C)n3cc(CCC(=O)O)nn3)CC2)nc(N2CCN(C(=O)[C@H](C)n3cc(CCC(=O)O)nn3)CC2)n1	-21%	12%	nt
COc1cccc(C(=O)c2c[nH]c(C(=O)NCc3cccnc3)c2)c1	-15%	-25%	-11%
CN(C)c1ccnc(-c2ccccc2C(F)(F)F)n1	-25%	?	-7%
O=C(NNc1c(F)c(F)cc(F)c1F)C1CCN(S(=O)(=O)c2ccccc2F)CC1	2%	15%	0%
O=C(/C=C/c1c(F)cccc1Cl)NCCCN1CCOCC1	-4%	28%	?
O=C(CNC(=O)Cc1cccc2ccccc12)NCc1ccc(F)cc1	-4%	-12%	2%
Nc1cc(N)nc(SCCc2ccccc2)n1	-6%	-2%	-8%
NC(=O)C1CCN(c2ccc(C(F)(F)F)cn2)CC1	7%	-5%	-8%
O=C1C(=O)N(C2CCN(C(=O)c3ccccc3Cl)CC2)CCN1Cc1ccc(F)cc1	-4%	5%	-1%
O=C1CCC(=O)N1CCCCCc1nc(-c2ccccc2)no1	-15%	?	-1%
O=C(CCC1CCCC1)N1CCN(C(=O)c2cccnc2)CC1	-5%	-7%	0%
COCCn1c(N)c(N(Cc2ccccc2)C(=O)C2CCCCC2)c(=O)[nH]c1=O	3%	-19%	-4%
COc1ccc(N(C)C(=O)c2cc3c(s2)-c2ccccc2S(=O)(=O)C3)cc1	?	?	-4%
C[C@@H](NC(=O)[C@@H]1CCCN1C(=O)[C@@H]1CCCN1)c1ccccc1	-16%	-19%	nt
N/C(=N\OC(=O)c1cccc([N+](=O)[O-])c1)c1ccccn1	?	-21%	-3%

# (cont.)
Molecule	DT40 TDP1 CPT	DT40 TDP1 no CPT	GCN5L2 inh
COc1ccc(C2=NN(C(=O)CCC(=O)O)C(c3ccc([N+](=O)[O-])cc3)C2)cc1 (stereo not given)	15%	-5%	9%
Cc1ccc2nc(-c3cccnc3)c(Nc3ccccc3C)n2c1	16µM*	?	-2%&-12%
CS(=O)(=O)c1ccc(NC(=O)CCN2C(=O)NC3(CCCC3)C2=O)cc1	12%	7%	2%
COc1ccc(C(=O)N2CCOC2CNC(=O)C(=O)NCCc2ccc(OC)c(OC)c2)cc1 (stereo not given)	2%	2%	2%
Cc1ccc(C(=O)C(C)OC(=O)Cc2c[nH]c3ccccc23)cc1 (stereo not given)	-14%	-8%	-2%
O=C(CSc1nnc(SCc2ccccc2)s1)N/N=C/C=C/c1ccco1	?	?	?
CC(OC(=O)CN1C(=O)NC2(CCCCC2C)C1=O)c1ccccc1 (stereo not given)	-4%	6%	-3%
COc1cccc(OC)c1OCCNC(C)(C)C	-3%	9%	2%
O=C(N=C1SC2CS(=O)(=O)CC2N1Cc1ccccc1)C1CC1 (stereo not given)	-21%	7%	nt
Cc1ccc(Cn2c(CNC(=O)c3ccccc3Br)nc3cccnc32)cc1	?	16µM*	0%
COc1ccc(NC(=O)CN(C)CC(=O)Nc2ccc(N3CCOCC3)cc2)c([N+](=O)[O-])c1	4%	?	-5%
CC(C)(C)OC(=O)N1CCC[C@H]1c1nnc(SC/C=C/c2ccccc2)o1	?	23µM*	-2%
COc1cc(C(C)=O)ccc1OCCN1CCC(Cc2ccccc2)CC1	?	?	-9%
CCN(CC)S(=O)(=O)c1ccc(NN)nc1	21µM*	?	-2%
Cc1cc(C)c(S(=O)(=O)c2ccccc2)c(OC(=O)c2c(Cl)cc(Cl)cc2Cl)n1	?	?	-13%

# Shown as labelled records: two of the compounds above
Cc1cc(C)nc(Nc2ncc(O)n2-c2ccc(Br)cc2)n1
  DT40 TDP1 CPT: -15%
  DT40 TDP1 no CPT: -15%
  GCN5L2 inh: -2%

Cn1c(=O)[nH]c(=O)c2c1nc1n2CCN1c1ccccc1
  DT40 TDP1 CPT: -12%
  DT40 TDP1 no CPT: -13%
  GCN5L2 inh: -14%

# Next section
Molecule	DT40 TDP1 CPT	DT40 TDP1 no CPT	GCN5L2 inh
CCOC(=O)N1CCC(N2C(=O)c3cc(C(=O)NC4CCCCC4)ccc3C2O)CC1 (stereo not given)	-22%	-12%	-3%
CCN(CC)C(=O)C1CCCN(Cc2ccc(OC)c(C)c2C)C1 (stereo not given)	-27%	-28%	-4%
Cc1cccc(NC(=O)c2sc3ncnc(N(C)C4CCCCC4)c3c2C)c1C	?	?	-7%
CN(Cc1nc(-c2ccncc2)no1)S(=O)(=O)c1ccc(Br)cc1	?	?	-3%
Cc1ccc(S(=O)(=O)CCC(=O)N2CCN(c3nc4c(C)c(Cl)ccc4s3)CC2)cc1	2.6µM*	3.3µM*	1%
Cc1ccc(-n2ncc3c(=O)n(CC(=O)NCC4CCCO4)cnc32)cc1 (stereo not given)	0%	-20%	-8%
C#CCn1c(O)c(N=NC(=O)CNC(=O)c2cccnc2)c2ccccc21	-14%	6%	-29%
